Screens as filed in PubChem.
Granule exo inh: blocks lytic granule exocytosis; AID 651702; hit rate 0.66% among 360,000; TALL-104 LAMP-1 surface exposure, flow cytometry; cells stimulated with thapsigargin and PMA; inhibition, % at 10 µM;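 active = inhibition above about 55%, limit read from the data; inconclusive = no clear call, values can overlap the other calls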
MITF TRPM1 inh: MITF TRPM1 promoter inhibition in SK-MEL-5 cells; SK-MEL-5 TRPM1 promoter luciferase, 24 h; inhibition, % at 12.5 µM; hit rate 0.83% among 330,000; AID 488899;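 active = mean inhibition across replicates of 60% or more, whatever share of single replicates reaches that level; inconclusive = some that reach 60%, reason not given; inactive = mean inhibition across replicates below 60%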; note: values of inactives mirror those of a sister screen read the other way
NR2E3 ag-1: activates human NR2E3 receptor | CHO-S Gal4-NCOR/VP16-NR2E3 two-hybrid, luciferase | Q9Y5X4 | AID 602229 | hit rate 0.35% among 360,000 | inhibition of corepressor binding, % at 3.98 µM;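 active = inhibition above the mean of all tested compounds plus 3 SD, cut at about 70% in these data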;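 note: 0% = DMSO with NR2E3 transfected cells and 100% = cells lacking NR2E3 construct; higher means lower luciferase signal from less NR2E3 corepressor binding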
Target sequence (Q9Y5X4 whole entry, looked up, the tested form may be a part): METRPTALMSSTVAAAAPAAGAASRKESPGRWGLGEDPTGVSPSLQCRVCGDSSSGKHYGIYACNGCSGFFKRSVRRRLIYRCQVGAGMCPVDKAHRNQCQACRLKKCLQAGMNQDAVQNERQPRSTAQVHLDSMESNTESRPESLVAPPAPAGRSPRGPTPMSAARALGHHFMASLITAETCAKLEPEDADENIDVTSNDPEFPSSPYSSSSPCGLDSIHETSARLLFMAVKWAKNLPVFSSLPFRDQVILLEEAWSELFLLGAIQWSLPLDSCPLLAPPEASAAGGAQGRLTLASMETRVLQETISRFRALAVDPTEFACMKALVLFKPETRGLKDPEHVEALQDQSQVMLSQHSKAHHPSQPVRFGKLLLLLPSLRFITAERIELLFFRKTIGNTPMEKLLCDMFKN
PDI inh: blocks human protein disulfide isomerase activity. P07237. PDI insulin aggregation turbidity, A650, 90 min. inhibition, % at 10 µM. hit rate 0.052% among 350,000. AID 588391;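 active = mean inhibition across replicates of 30% or more, whatever share of single replicates reach that level; inconclusive = mean inhibition below 30% while every single replicate reaches 30%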;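 note: absorbance from insulin aggregation driven by PDI reduction with DTT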
Target sequence (P07237 whole entry, looked up): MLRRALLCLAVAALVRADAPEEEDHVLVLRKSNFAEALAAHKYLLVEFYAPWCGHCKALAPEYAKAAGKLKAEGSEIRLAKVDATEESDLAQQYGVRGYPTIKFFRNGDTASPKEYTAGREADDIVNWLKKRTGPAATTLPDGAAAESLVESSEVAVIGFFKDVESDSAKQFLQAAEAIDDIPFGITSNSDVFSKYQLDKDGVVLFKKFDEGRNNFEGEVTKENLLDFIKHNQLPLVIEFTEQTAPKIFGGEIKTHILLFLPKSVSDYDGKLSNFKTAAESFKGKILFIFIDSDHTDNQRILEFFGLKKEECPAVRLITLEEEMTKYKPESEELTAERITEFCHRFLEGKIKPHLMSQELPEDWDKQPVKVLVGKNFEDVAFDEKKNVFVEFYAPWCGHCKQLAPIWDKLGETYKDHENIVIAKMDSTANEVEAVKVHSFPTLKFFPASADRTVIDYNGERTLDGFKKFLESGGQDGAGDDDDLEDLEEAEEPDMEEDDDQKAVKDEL
Peg3 promoter: Peg3 promoter activity inhibition | inhibition, % at 20 µM | hit rate 1.7% among 360,000 | AID 588405 | HeLa PEG-Prom luciferase reporter, luminescence, overnight;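 active = inhibition of at least 50% at 20 µM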
aDG glyco act: alpha-DG glycosylation activation | Pro5-aDG cells, alpha-DG glycosylation AlphaScreen (IIH6); 0% Pro5, 100% B10-LARGE cell signal | hit rate 0.22% among 360,000 | activation, % at 10 µM;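 active = activation of at least 8% versus controls, or a plate z-score of at least 8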;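 note: Pro5 are CHO cells carrying HIG-tagged alpha-DG that lacks glycosylation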
Vif inh: HIV Vif inhibition; inhibition, % at 7.49 µM; HEK293T cells, Vif self-association by quenched fluorescence, imaging, 24 h; AID 602346; hit rate 0.35% among 340,000; in the data active = inhibition above about 50%, passing the limit was not always enough; inconclusive = no clear call, values can overlap the other calls; inactive = below about 31%; note: some results filed as inactive read as strong as hits
NR2E3 ag-2: agonists of human nuclear receptor NR2E3; Q9Y5X4; GST-NR2E3/biotin-RetCOR TR-FRET, 1536-well; inhibition of corepressor binding, % at 4.78 µM; hit rate 0.12% among 320,000; AID 2300;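 active = percent inhibition above the cutoff of mean plus 3 SD of all tested compounds, set per screening campaign, cut at about 20% in these data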;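 note: 0% = DMSO wells and 100% = biotin wells as full block of FRET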
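Material: NR2E3–RetCOR corepressor complex / Incubation: Compound–protein incubation for 5 h at 4 °C / Dosing: compound at 4.8 µM, single dose / Detection: time-resolved FRET / Benchmarks: high control biotin, low control 0.6% DMSO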
iPSC survival up: hiPSC single-cell survival enhancement; ATPlite luminescence; 100% = ROCK inhibitor wells, 0% = DMSO; survival enhancement, % at 20 µM; hit rate 0.044% among 360,000; AID 602274; in the data active = survival enhancement above about 18%;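 note: cells exposed to compounds for 16 hours before the ATP read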
CaV13 ICDI inh: Primary screen for inhibitors of IQ motif and Ca2+-dependent inactivation inhibitor domain binding in CACNA1D, Förster resonance energy transfer in living cells, … | HEK cells, CFP/YFP FRET ICDI-IQ, plate reader, 10 min; percent FRET-ratio fall versus neutral wells | inhibition, % at 12.3 µM | hit rate 0.098% among 340,000 | AID 743397;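 active = mean replicate inhibition of at least 30% and at least 1% of replicates passing that level; inconclusive = only one of the two criteria is met; inactive = neither criterion is met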;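 note: 0% = median of the neutral control wells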
HIF-2a inh: HIF-2a inhibition; 786-0 RCC cells HIF-2a reporter, luciferase luminescence, overnight; inhibition, % at 18.8 µM; hit rate 0.72% among 360,000;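 active = inhibition of the luminescence signal of 40% or more relative to plate controls, in a single-dose primary screen at 18.75 µM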
Numbers without * were called inactive; ? = inconclusive; · = no result given. Compounds as they come. Share with any hit: about 3.5%.

Every second line gives: NR2E3 ag-2	iPSC survival up	aDG glyco act	NR2E3 ag-1	Peg3 promoter	MITF TRPM1 inh	PDI inh	HIF-2a inh	CaV13 ICDI inh	Vif inh	Granule exo inh
N=c1n(CCN2CCCCC2)c2ccccc2n1CC(O)c1ccc(Cl)c(Cl)c1 (configuration not stated)
→ -4.0	-3.1	0.0	9.4	116.8*	?	10.9	-6.5	-5.5	4.4	38.8
Cc1ccc(S(=O)(=O)CCC(=O)OCC(=O)N2CCN(S(=O)(=O)c3ccc(Cl)cc3)CC2)cc1
→ 0.6	0.4	0.6	-23.5	13.5	7.6	6.4	1.0	-3.4	7.4	2.8
O=S1(=O)CCOC[C@H](CC2CCCCC2)N1Cc1cccc(Cl)c1
→ 0.0	1.2	0.6	-17.0	24.9	-13.2	1.3	26.1	-10.5	·	0.2
CCCc1nc2oc3c(NCC4CCCO4)ncnc3c2c2c1COC(C)(C)C2 (configuration not stated)
→ -0.7	2.7	-0.4	-4.8	27.0	4.9	-1.4	9.8	-3.1	-9.1	-1.3
O=C(COc1ccccc1)Nc1ccc(S(=O)(=O)N2CCCC2)cc1
→ 6.3	2.1	0.0	-1.8	15.1	-22.5	-35.6	9.3	-4.4	-3.3	0.4
COC(=O)C12CCC(C)(c3nc4ccccc4nc31)C2(C)C (configuration not stated)
→ 2.1	-0.4	0.2	-13.0	10.4	5.0	-5.8	12.2	-3.8	4.0	0.0
CCCc1nc2cc(C)c(Br)c(C)n2c1Cc1ccsc1
→ ·	-0.6	0.0	-16.3	·	·	·	-6.0	-5.1	·	-5.5
COc1ccccc1C(=O)N1N=C(c2ccc(NS(C)(=O)=O)cc2)CC1c1cccs1 (configuration not stated)
→ 2.1	0.0	0.0	-30.1	9.2	5.1	-0.5	-1.8	-2.4	5.2	-1.2
COCOc1ccc(-c2ncc(OC)nc2NC(=O)c2cc(C)oc2C)cc1
→ ·	3.9	0.2	1.6	-32.6	·	-1.4	-14.4	-6.6	-3.4	-4.0
NC(=O)c1oc2ccc(Cl)cc2c1N
→ -0.4	-2.0	0.0	-6.0	-3.0	11.9	-0.6	-5.7	·	4.7	-1.6
Cc1n[nH]c(C)c1C(=O)CC1(O)C(=O)N(Cc2ccccc2)c2ccc(Br)cc21 (configuration not stated)
→ -1.1	-2.3	0.2	-2.8	21.5	12.0	3.9	16.5	-7.5	-3.7	0.7
Cc1ccc(Sc2ncccc2COC(=O)NC(C)C)cc1
→ 3.1	-0.5	0.0	-85.5	-90.1	-42.5	-0.8	-160.0	-4.8	-4.3	2.0
CCOC(=O)c1sc(NC(=O)CN2C(=O)NC3(CCC(C)CC3)C2=O)c(C(=O)OCC)c1C (configuration not stated)
→ -1.7	2.9	0.2	15.0	2.3	12.6	-23.9	-1.9	-5.0	14.4	1.3
Cc1cc(C)c(NN=c2c(=O)c3ccccc3c2=O)c(C)c1
→ 5.4	-2.4	-0.1	11.7	-314.0	-114.5	-8.7	-283.5	-4.4	2.7	1.2
COc1ccc(C2C(C(=O)c3cccs3)=C(O)C(=O)N2c2cccc(C)n2)cc1OC (configuration not stated)
→ 0.6	0.7	0.0	-11.8	0.9	5.4	8.3	5.9	-20.5	-5.7	4.3
O=C(NC(C(=O)c1ccccc1)n1ccc(=O)[nH]c1=O)c1ccccc1 (configuration not stated)
→ 0.5	-1.4	-0.2	-3.1	-25.5	1.0	-6.8	-8.4	-6.8	·	-0.5
Cc1ccc(NC(=O)C(c2ccccc2)N2CCN(C(=O)c3ccco3)CC2)cc1 (configuration not stated)
→ 0.4	-0.5	0.2	6.8	-29.6	1.6	-0.6	-62.9	-17.4	-6.2	-8.3
O=C(O)c1cc(=S)nc[nH]1
→ ·	-2.2	1.4	12.1	-0.6	-3.7	7.4	14.2	-6.5	-5.2	16.4
CCOc1ccccc1OCCCC(=O)N(CC)CC(=O)Nc1ccc(NC(C)=O)cc1
→ 4.7	-0.5	-0.2	-31.2	3.2	4.0	-6.9	10.4	-6.5	0.1	0.1
COCCCNC(=O)/C(C#N)=C/c1c(N2CCN(C)CC2)nc2ccccn2c1=O
→ -0.4	-0.7	0.1	-21.9	12.5	0.7	-0.6	13.4	-16.7	-7.4	-10.0
COc1ccccc1Nc1nc(N)nc(CN2CCc3ccccc3C2)n1
→ 1.3	-1.3	0.0	-7.8	-3.3	7.5	3.3	1.6	-4.4	34.7	-3.0
CCOc1ccccc1OCC(=O)OCc1csc(CC(=O)Nc2ccccc2C)n1
→ 0.7	0.4	1.6	13.2	-27.3	-4.6	5.1	-6.5	-4.9	-0.4	3.6
O=C(Nc1oc2ccccc2c(=O)c1-c1ccccc1)c1ccco1
→ ·	4.3	-0.4	-20.0	-3.7	·	8.1	-10.0	-6.8	2.6	-9.5
CC(=O)Nc1ccc(S(=O)(=O)NCCc2ccc(F)cc2)cc1
→ 0.9	-2.6	0.3	-3.3	-1.4	4.2	18.3	5.4	-7.6	-2.3	6.1
O=C(N/N=C\c1ccc(O)c([N+](=O)[O-])c1)c1ccccc1-n1cccc1
→ 0.2	-2.4	1.9	-15.2	-3.9	0.1	3.5	1.9	-6.3	-3.5	-1.7
O=c1oc(-c2ccc(O)c(O)c2)cc2cccc(O)c12
→ ·	-4.5	0.4	-131.9	-280.8	-33.7	·	-204.7	·	-1.0	-3.2
CC(C)(c1ccc(O)cc1)c1ccc(O)c(C(=O)O)c1
→ ·	12.9	0.0	18.4	1.7	·	12.6	6.5	-6.1	-1.1	-0.5
OC(Cc1ccccc1)c1ncc(-c2ccc3ccccc3c2)[nH]1 (configuration not stated)
→ ·	-0.7	0.0	3.9	-15.1	·	-4.8	-129.3	·	·	1.2
O=C(Cc1ccccc1)Nc1ccc(C(=O)Nc2ccccc2C(=O)O)cc1
→ 2.6	-0.2	-0.1	-36.6	6.4	5.2	-10.4	-6.6	-5.8	-2.6	-2.8
CC1Cc2ccccc2N1C(=O)CSc1nc(-c2ccco2)cc(C(F)(F)F)n1 (configuration not stated)
→ -1.6	0.9	0.3	-6.1	11.6	12.2	-2.6	7.8	-8.1	-2.1	-2.7
C=CCN1C(=O)C(CC(=O)Nc2ccccc2)SC1=Nc1ccc(S(N)(=O)=O)cc1 (configuration not stated)
→ 2.1	0.3	-0.1	1.9	-1.4	6.9	3.9	-5.1	-4.6	4.1	-4.7
CN(Cc1ccccc1)S(=O)(=O)c1ccc(OCC(=O)NCc2ccncc2)cc1
→ -2.8	0.2	0.0	-25.6	-5.7	8.3	1.0	2.4	-7.2	6.3	13.1
COc1ccc(C(=O)OC2CCN(c3ncc(C(F)(F)F)cc3Cl)CC2)cc1
→ -1.3	-0.7	0.1	-25.4	-3.4	2.8	2.4	-22.3	-8.9	-0.9	0.2
CC1CN(C(=O)Nc2ccc(F)cc2F)CC(C)O1 (configuration not stated)
→ 3.0	-0.4	-0.1	-11.8	7.7	8.0	3.8	9.4	-2.7	-4.5	-3.3
CCOC(=O)c1sc(N(Cc2ccccc2)C(=O)CSc2nnc(C3CC3)n2N)nc1C
→ -0.6	4.6	0.0	-18.4	-114.9	-41.0	-3.7	-139.7	-0.8	3.7	-3.3
CC(C)C(NC(=O)/C=C/c1ccc(F)cc1)C(C)C
→ 4.3	6.3	0.2	-22.4	13.1	0.8	1.6	22.7	·	-0.1	3.6
S=c1[nH]nc(C2CCCCC2)n1/N=C/c1ccc(Br)cc1
→ -1.5	5.7	0.1	-30.1	15.8	6.4	-22.0	6.0	-4.3	4.4	-12.2
Cc1cc(C)nc(N/N=C/c2cc3c(cc2[N+](=O)[O-])OCO3)n1
→ 0.3	-0.2	-0.3	-27.1	13.3	13.0	5.4	13.2	-4.1	16.0	-0.3
Cc1cc(NC(=O)CSCC(=O)Nc2ccccc2Oc2ccccc2)no1
→ -3.3	-0.5	0.3	1.8	22.2	8.9	-7.9	9.2	-2.7	-6.8	-3.5
C=CCn1c(=O)/c(=C/c2ccc(O)cc2)s/c1=C(/C#N)c1nnc2n1CCCCC2
→ 1.5	2.4	-0.6	7.6	0.8	-3.8	21.8	20.2	-8.6	-5.0	-4.8
CCOC(=O)c1ccc(NC(=O)c2nc[nH]c2C(=O)N[C@@H](CC(C)C)C(=O)OCc2ccccc2)cc1
→ 0.6	0.5	0.1	-21.2	-3.4	-3.8	-3.2	5.1	-9.3	-5.2	-5.2
Cc1cc[n+](CCc2ccccc2)cc1C
→ 2.1	-0.5	0.0	-16.4	10.2	13.2	-1.9	8.4	-2.6	-3.6	?
CCCCOc1ccccc1N
→ 4.2	-1.5	-0.2	-24.3	8.8	7.3	5.5	15.8	-4.0	-3.9	0.7
NCCNCCNCCN
→ 3.7	-0.5	-0.2	-22.1	12.0	-19.7	5.2	0.4	-5.5	-10.1	-1.8
COC(=O)c1oc2ccccc2c1N
→ -1.6	-1.7	-0.3	-18.9	-58.0	-18.5	3.3	-98.3	-2.4	-0.7	1.5
O=C(CCCNS(=O)(=O)c1cccc2nsnc12)NCCc1ccccc1
→ -2.3	5.9	-0.1	-2.9	9.4	-8.4	3.9	12.8	-3.9	-6.0	0.4
CCOc1ccccc1OCCCC(=O)Nc1ccc(Cl)c(S(=O)(=O)N2CCOCC2)c1
→ 2.9	0.5	0.2	-3.9	34.8	9.1	2.6	15.2	-17.5	-18.2	3.4
Cc1ccc(-c2csc(NC(=O)C3CC=CCC3C(=O)O)c2C(=O)OC(C)C)cc1 (configuration not stated)
→ 5.4	0.3	-0.2	14.1	3.1	-4.4	1.9	16.3	·	9.4	32.8
CSc1ccc(CNc2ccc(Cl)cc2)cc1
→ 0.7	-2.4	0.0	-7.8	-217.6	-104.4	-3.5	-15.2	-7.8	5.2	-4.1
Cc1ccnc2c1ccc1ccccc12
→ -2.9	-0.1	0.0	-20.1	-24.5	-12.5	1.8	-4.7	-19.3	-6.7	9.7
CC1CC(=O)N(C)c2cc([N+](=O)[O-])ccc2N1 (configuration not stated)
→ -3.9	-0.2	-0.4	-19.2	9.6	0.6	-4.8	7.2	-6.1	28.2	-1.3
CC(NC(=O)COc1ccccc1)C(=O)NC1=NCCS1 (configuration not stated)
→ 1.9	-2.1	-0.1	-12.3	0.7	11.0	0.1	1.8	-7.5	3.9	4.8

Compounds listed so far that have bromine:
Every second line gives: NR2E3 ag-2	iPSC survival up	aDG glyco act	NR2E3 ag-1	Peg3 promoter	MITF TRPM1 inh	PDI inh	HIF-2a inh	CaV13 ICDI inh	Vif inh	Granule exo inh
CCCc1nc2cc(C)c(Br)c(C)n2c1Cc1ccsc1
→ ·	-0.6	0.0	-16.3	·	·	·	-6.0	-5.1	·	-5.5
Cc1n[nH]c(C)c1C(=O)CC1(O)C(=O)N(Cc2ccccc2)c2ccc(Br)cc21 (configuration not stated)
→ -1.1	-2.3	0.2	-2.8	21.5	12.0	3.9	16.5	-7.5	-3.7	0.7
S=c1[nH]nc(C2CCCCC2)n1/N=C/c1ccc(Br)cc1
→ -1.5	5.7	0.1	-30.1	15.8	6.4	-22.0	6.0	-4.3	4.4	-12.2
